Screens: PubChem BioAssay, National Center for Advancing Translational Sciences (NCATS)
PLK1 PBD block: inhibitors of human PLK1 polo-box domain binding; Plk1 PBD binding of FITC phosphopeptide, fluorescence polarization; Potency, µM, inactives show max response, negative = inhibition, hits mostly inhibitors; actives 2.8% (n = 360,000); further: potency means the concentration at half of the fitted maximal effect; series mostly up to about 57 µM; on the % scale 0 is the no-effect control and ±100 the full control effect; nearly all actives have a fitted effect of over 65% in size
Target sequence (P53350 whole entry, looked up, the tested form may be a part): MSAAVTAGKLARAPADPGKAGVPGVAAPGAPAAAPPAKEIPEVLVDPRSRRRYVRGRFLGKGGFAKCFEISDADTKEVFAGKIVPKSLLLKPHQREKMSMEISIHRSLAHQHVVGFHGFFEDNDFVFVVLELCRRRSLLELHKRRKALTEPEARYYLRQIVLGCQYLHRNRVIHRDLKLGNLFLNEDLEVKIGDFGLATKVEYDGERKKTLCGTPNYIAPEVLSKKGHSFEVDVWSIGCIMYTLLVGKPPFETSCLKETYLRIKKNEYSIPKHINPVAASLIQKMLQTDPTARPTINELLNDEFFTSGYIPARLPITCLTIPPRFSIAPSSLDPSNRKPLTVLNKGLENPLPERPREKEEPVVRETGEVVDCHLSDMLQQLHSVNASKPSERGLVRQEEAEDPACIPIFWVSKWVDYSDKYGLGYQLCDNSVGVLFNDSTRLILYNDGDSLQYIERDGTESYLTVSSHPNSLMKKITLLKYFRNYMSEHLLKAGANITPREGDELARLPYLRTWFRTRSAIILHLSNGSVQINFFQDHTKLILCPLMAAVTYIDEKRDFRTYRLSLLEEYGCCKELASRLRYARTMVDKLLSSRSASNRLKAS
EPAC1 antagonist: blocks human EPAC1 exchange factor. Potency, µM (titrated, usually from 115 µM), for inactives: at the top dose activity change, negative = inhibition, actives largely listed as inhibitors. O95398. EPAC1 GEF assay, Rap1b-BODIPY-GDP exchange fluorescence. AID 720709. actives 0.14% (n = 360,000);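 further: potency means the concentration at half of the fitted maximal effect; plate controls were vehicle for no effect and positive control for full effect; nearly all actives have a fitted effect of over 50% in size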
WRN inhibitor: blocks human WRN helicase; actives 0.46% (n = 360,000); WRN helicase unwinding, fluorescent forked duplex, kinetic; Potency, µM (top dose mostly 114 µM), for inactives: at the highest dose activity change, negative = inhibition, most hits filed as inhibitors; AID 651768; further: potency means the concentration at half of the fitted maximal effect; on the % scale 0 is the no-effect control and ±100 the full control effect; nearly all actives have a fitted effect of over 55% in size
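Fluorescence dequenching readout, ex 525 nm/em 598 nm, kinetic mode: forked duplex DNA (100 nM final) with adjacent fluorophore and quencher unwound by WRN (20 nM final) with 2 mM ATP. Compound preincubation 15 min, room temperature.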
CCT chaperon mod: modulators of cytosolic chaperonin (CCT/TRiC) activity; AID 651819; actives 0.3% (n = 360,000); activity change, % (test concentration not listed), hits read low; purified chaperonin ATPase assay, HTRF ADP detection, 30 min; in the data active means activity change below about -30%; further: on the % scale 0 is the no-effect control and ±100 the full control effect
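TRiC (40 or 20 nM final, by batch activity) in 30 mM Tris pH 7.4, 100 mM KCl, 5 mM MgCl2, 1 mM DTT was treated with compound at 76 uM single dose, then 10 uM ATP, 30 min at 37 °C. ADP was read by HTRF Transcreener.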
Mm-Cpn inhibitor: M. maripaludis TRiC chaperonin inhibition. AID 504842. actives 0.031% (n = 330,000). purified Mm-Cpn ATPase, ADP Transcreener TR-FRET. Potency, µM (series often up to 76.9 µM), for the others: top-dose activity, negative = inhibition, hits mostly inhibitors; further: potency means the concentration at half of the fitted maximal effect; on the % scale 0 is the no-effect control and ±100 the full control effect; nearly all actives have a fitted effect of over 80% in size
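Purified archaeal Mm-CPN (25nM final) preincubated 10 min at 37degC with compound, then 10uM ATP for 30 min at 37degC; ADP measured by HTRF Transcreener TR-FRET; buffer 30 mM TRIS pH 7.4, 100mM KCl, 5mM MgCl2, 1mM DTT.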
PI5P4Ka inh: inhibitors of human PI5P4K alpha; max response, %; PI5P4Kalpha enzyme, ADP-Glo luminescence, 60 min; hits give low values; actives 1.2% (n = 330,000); P48426; active means max response of -50% or lower; inconclusive means between -30% and -50%; inactive means -30% or higher; further: value at the top dose of about 77 µM; on the % scale 0 is the no-effect control and ±100 the full control effect
Target sequence (P48426 whole entry, looked up): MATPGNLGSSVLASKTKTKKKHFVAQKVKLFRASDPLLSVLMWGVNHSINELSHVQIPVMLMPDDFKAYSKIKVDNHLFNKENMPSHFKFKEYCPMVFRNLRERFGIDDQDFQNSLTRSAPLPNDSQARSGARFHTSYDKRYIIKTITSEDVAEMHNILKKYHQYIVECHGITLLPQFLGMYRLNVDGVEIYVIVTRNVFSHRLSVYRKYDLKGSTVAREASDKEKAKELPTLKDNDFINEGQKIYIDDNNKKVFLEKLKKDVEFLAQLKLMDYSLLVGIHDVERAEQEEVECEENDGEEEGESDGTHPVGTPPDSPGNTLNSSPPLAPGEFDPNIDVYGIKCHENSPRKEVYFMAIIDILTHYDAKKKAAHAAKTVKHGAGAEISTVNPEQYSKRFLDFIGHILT
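Controls without substrate or without enzyme flank wells where PI5P4Kalpha converts substrate using 5 microM ATP (final). Incubation lasts 60 minutes at room temperature; ADP formed is read by ADP-Glo luminescence.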
EPAC1 agonist: agonists of human EPAC1. EPAC1 agonist qHTS, biochemical assay; response scale: 100% = response to 6.5 mM cAMP. actives 0.073% (n = 360,000). Potency, µM (doses to about 154 µM), inactives show top-dose activation, actives largely listed as activators; further: potency means the concentration at half of the fitted maximal effect; nearly all actives have a fitted effect of over 60% in size
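Read-out is the fluorescence drop as BODIPY-GDP leaves Rap1B (480 nm excitation, 540 nm emission), recorded every 5 minutes over 30 minutes. Reactions held 100 nM EPAC1, 250 nM Rap1B–BODIPY-GDP and 50 uM GDP, with 6.5 mM cAMP setting full activation.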
EPAC2 antagonist: antagonists of human EPAC2. Q8WZA2. EPAC2 GEF exchange of Rap1B-BODIPY-GDP, fluorescence. Potency, µM (highest dose often 114 µM), without a hit: at the highest dose activity, negative = inhibition, usual class: inhibitors. actives 0.18% (n = 360,000). AID 720708; further: potency means the concentration at half of the fitted maximal effect; on the % scale 0 is the no-effect control and ±100 the full control effect; nearly all actives have a fitted effect of over 45% in size; many of its hits are not listed in these tables
Starred values were filed as active, the others as inactive; u = inconclusive; x = no result given; [ ] = dose if it differs, or a comment. Unless noted, the call rests on the fitted dose curve; in most records, active means well fitted curve in the direction sought with a large enough effect; inconclusive means small, poorly fitted or top-dose-only effect, or another doubt; inactive means no such curve, though single readings can be large; an effect the other way counts as inactive or inconclusive. This is a subset. The share of hits here may be higher or lower than overall.

SMILES	PLK1 PBD block	EPAC1 antagonist	WRN inhibitor	CCT chaperon mod	Mm-Cpn inhibitor	PI5P4Ka inh	EPAC1 agonist	EPAC2 antagonist
O=C(COC(=O)/C=C/c1cccc(Br)c1)NCc1cccs1	-9%	-10%	2%	0.2	0%	1	0%	10%
O=C(Nc1ccc(F)c(Cl)c1)Nc1nnc([C@@H]2O[C@H](CO)[C@@H](O)[C@H]2O)s1	-6%	-2%	4%	-0.2	x	-16	10%	-1%
Cn1nc(CC(=O)NC2CCCCC2)c2ccccc2c1=O	-4%	6%	-2%	-1.4	6%	x	1%	5%
O=C(Cn1c(=O)oc2cccnc21)Nc1ccc(C(F)(F)F)cc1	-16%	-22%	-8%	-3.5	1%	-7	3%	2%
O=[N+]([O-])c1ccc(Cl)c(S(=O)(=O)/N=C(/c2ccccc2)N2CCOCC2)c1	-11%	-1%	-3%	-0.7	4%	1	6%	-1%
CCCc1c(O)c2ccccc2n(-c2ccccc2)c1=O	-11%	-1%	-7%	-4.1	0%	-14	8%	-4%
O=C1N=C(N2CCCCC2)SC1=C1CCCC1	-22%	3%	-10%	-2.2	1%	x	5%	-1%
Cc1oc2c(cc(NS(=O)(=O)c3ccc(F)cc3)c3ccccc32)c1C(=O)O	0%	u	-27%	1.6	1%	u	-1%	3%
COc1ccc(S(=O)(=O)N2CCCN(CC(=O)C(C)(C)C)CC2)cc1	u	-14%	-2%	-13	0%	6	-4%	-2%
CCOC(=O)N1CCC(NC(=O)CCc2c(C)nc3ncnn3c2C)CC1	-1%	5%	16%	-0.4	-1%	-7	-9%	14%
CCN(C(=O)COC(=O)c1ccc2[nH]c3c(c2c1)CCCC3)C1CCS(=O)(=O)C1 (centres undefined)	3%	-6%	-2%	0.1	-4%	-4	4%	-3%
COC(=O)N/N=C\C=C\c1ccc2c(c1)OCO2	-8%	-12%	4%	-3.3	-3%	-4	4%	-5%
O=C(CSc1nnc(Nc2ccccc2)s1)NC1CCCC1	2%	16%	-1%	0.1	2%	3	-1%	20%
FC(F)(F)c1cc(C(F)(F)F)c2ccc(N/N=C/c3ccccc3)nc2n1	-2%	-1%	2%	-3.6	-1%	4	0%	1%
Cc1nnc(SC(C)C(=O)Nc2ccc(S(=O)(=O)N3CCCCC3)cc2)s1 (centres undefined)	-5%	-12%	-5%	-1.3	-1%	1	3%	-8%
COc1ccccc1-c1nc2c(c(SCC(=O)N3CCCCC3)n1)Cc1c(CO)cnc(C)c1O2	-19%	6%	-3%	-1.2	-4%	2	11%	-18%
CCN(CC)c1ccc(C2NCC(c3ccc([N+](=O)[O-])cc3)O2)cc1 (centres undefined)	4%	9%	-11%	0.8	-17%	x	15%	-3%
CCOC(=O)C(NC(=O)c1ccccc1OCC)(Nc1ncccn1)C(F)(F)F (centres undefined)	-9%	-18%	-32%[57.1 µM]	-2.3	-2%	1	-16%	u
c1ccc(C(c2ccccc2)N2CCN(Cc3nnnn3C3CCCC3)CC2)cc1	-9%	-14%	-10%	-1.4	0%	5	8%	-5%
O=C(NCc1cccs1)C1CCCN(C(=O)Nc2ccccc2)C1 (centres undefined)	-2%	2%	13%	-0.6	2%	-3	4%	7%
C/C(N)=C(/C#N)C(=O)CSc1nc(-c2ccccc2)c(-c2ccccc2)o1	-21%	-14%	-10%	-2.3	0%	21	23%	-18%
CCC(=O)Nc1cc(C(F)(F)F)ccc1N1CCCC1	-12%	-6%	3%	-2.4	-4%	2	0%	-11%
NC(=O)c1cc(S(=O)(=O)NCc2ccc(F)cc2)cs1	5%	-20%	8%	-2.3	3%	-2	1%	8%
COc1ccc(NC(=O)C(c2cc3c(cc2[N+](=O)[O-])OCO3)N(C)c2ccccc2)cc1 (centres undefined)	-4%	u	-4%	-0.9	1%	10	16%	-1%
O=C(COc1nc2ccccc2nc1N1CCOCC1)NCC(F)(F)F	1%	7%	6%	0.0	-3%	-3	8%	1%

More records follow:
SMILES	PLK1 PBD block	EPAC1 antagonist	WRN inhibitor	CCT chaperon mod	Mm-Cpn inhibitor	PI5P4Ka inh	EPAC1 agonist	EPAC2 antagonist
COc1cccc(NC(=O)COc2cc(C)cc3oc(=O)cc(C)c23)c1	-19%	4%	-8%	2.3	u	6	8%	0%
COc1cccc(C(=O)Oc2cc(-c3ccccc3)no2)c1	-22%	5%	-21%[57.1 µM]	0.8	2%	-7	0%	9%
CN1CCN(C(=O)C2CCCN(c3ncnc4c3nc3n4CCCCC3)C2)CC1 (centres undefined)	3%	6%	4%	-2.0	1%	-5	-7%	7%
COc1cccc(C(=O)Nc2cc(Cl)c(O)c(Cl)c2)c1	-10%	-22%	-7%	0.8	-1%	u	4%	-10%
COc1ccc(C(CC(=O)O)NC(=O)c2sc3ccccc3c2Cl)cc1 (centres undefined)	-20%	6%	-33%[57.1 µM]	-0.6	-18%	1	17%	-5%
CCOC(=O)c1oc2c(C)c(O)ccc2c(=O)c1-c1nncn1-c1ccccc1	-6%	-4%	3%	0.3	1%	x	2%	-7%
CCOc1ccc(Nc2nc(NCc3ccco3)nc(N)c2[N+](=O)[O-])cc1	-4%	20%	13%	0.5	0%	1	-13%	0%
Clc1ccc(-c2cccc3nccn23)cc1	-1%	11%	-2%	1.0	x	-1	13%	10%
O=C(Nc1ccc(Br)cc1)N1CCCC(O)C1 (centres undefined)	-4%	3%	5%	2.2	-4%	-8	10%	15%
CCCCn1c(N)c(N(CC(C)C)C(=O)CSc2ccc3c(c2)OCCO3)c(=O)[nH]c1=O	u	2%	-1%	0.7	1%	8	-13%	14%
O=C(COC(=O)Cc1ccc(Cl)c(Cl)c1)Nc1ccc2[nH]c(=O)[nH]c2c1	-1%	-3%	u	-2.2	-2%	-1	-3%	-7%
Cc1nc2ccc([N+](=O)[O-])cc2[nH]1	-7%	10%	-7%	0.4	-2%	0	1%	3%
CC(=O)CC(=O)Nc1cccc2c1CCCC2	-7%	-14%	1%	-0.3	1%	2	15%	-12%
COc1ccccc1N1C(=O)C2CC(C)=C(C)CC2C1=O (centres undefined)	-8%	11%	0%	-5.2	3%	x	-6%	2%
CC(=O)CCc1ccc(OCCCCN2CCC(Cc3ccccc3)CC2)cc1	-7%	4%	-7%	-0.8	0%	0	12%	9%
O=C(O)CCc1ccc(-c2cccs2)n1CC1CCCO1 (centres undefined)	-12%	3%	-16%	-0.8	-1%	-11	7%	-5%
O=C(COC(=O)c1ccc(Cl)c(S(=O)(=O)N2CCCCC2)c1)NCc1ccco1	1%	4%	-20%	0.2	-3%	-23	-4%	18%
CCc1nc(N)nc(N)c1-c1ccc(Cl)cc1	-14%	-15%	-10%	-1.0	1%[15.4 µM]	3	-11%	3%
COc1ccccc1OCC(=O)NCCSCc1cccc(Cl)c1	-7%	1%	-8%	-1.1	1%	0	10%	-14%
COc1cccc(NC(=S)N2CCC(C(=O)c3ccc(F)cc3)CC2)c1	u	1%	-3%	-5.2	x	0	11%	-1%
C=C(C)CN(CC)c1nc(N)c2c(N)nc3c(c2c1C#N)CC(=O)N3C12CC3CC(CC(C3)C1)C2	-6%	-22%	-9%	-0.5	0%	-87*	-7%	-4%
CCOC(=O)COc1ccc(S(=O)(=O)N2CCN(c3ccccc3F)CC2)cc1	4%	-6%	-17%	-0.7	0%	x	16%	-10%
CC1CCN(C(=O)c2nc[nH]c2C(=O)N2CCC(C)CC2)CC1	-11%	13%	3%	0.7	3%	-2	4%	4%
CN(C(=O)CC(=O)Nc1ccc(Cl)c(Cl)c1)c1ccccc1	-19%	-18%	-10%	-0.8	-2%	2	-6%	18%
Nc1cc(C(=O)OCC(=O)N2CCOCC2)ccc1Cl	-11%	-21%	4%	-1.3	1%	-4	2%	1%

In a second layout: three of the compounds above.
PLK1 PBD block | EPAC1 antagonist | WRN inhibitor | CCT chaperon mod | Mm-Cpn inhibitor | PI5P4Ka inh | EPAC1 agonist | EPAC2 antagonist | Structure
-8% | 11% | 0% | -5.2 | 3% | x | -6% | 2% | COc1ccccc1N1C(=O)C2CC(C)=C(C)CC2C1=O (centres undefined)
-7% | 10% | -7% | 0.4 | -2% | 0 | 1% | 3% | Cc1nc2ccc([N+](=O)[O-])cc2[nH]1
-1% | -3% | u | -2.2 | -2% | -1 | -3% | -7% | O=C(COC(=O)Cc1ccc(Cl)c(Cl)c1)Nc1ccc2[nH]c(=O)[nH]c2c1

Next entries.
SMILES	PLK1 PBD block	EPAC1 antagonist	WRN inhibitor	CCT chaperon mod	Mm-Cpn inhibitor	PI5P4Ka inh	EPAC1 agonist	EPAC2 antagonist
O=C(Nc1ccc(NC(=O)c2ccc([N+](=O)[O-])o2)cc1Cl)c1ccco1	-12%	-4%	-1%	-0.9	0%	-8	1%	-5%
COC1=CC(=O)OC(c2ccc(OC)cc2)C1 (centres undefined)	-4%	-2%	7%	0.3	x	5	-6%	-2%
COc1ccccc1NC(=S)NC(=O)c1ccc(Cn2cc(Br)cn2)cc1	-14%	2%	-4%	-3.5	-2%	-3	-1%	-1%
Cc1cccc2c(=O)c(C(=O)NCc3cccs3)c[nH]c12	-5%	7%	-3%	-0.5	x	x	1%	-1%
O=C(NNC(=O)C1CC1c1ccccc1)Nc1cccc(Cl)c1 (centres undefined)	0%	-4%	-10%	-4.2	2%	x	7%	-2%
C=CCN1C(=O)c2ccccc2Sc2ccc(C(=O)NC(C)C)cc21	-6%	2%	0%	1.7	-3%	0	0%	17%
COc1ccc(N(CC(=O)Nc2ccc(F)c(F)c2)S(=O)(=O)c2c(C)[nH]c(=O)[nH]c2=O)cc1	-6%	-10%	-14%	-0.8	-1%	1	13%	-4%
Cc1cccc(C)c1NC(=O)CNC(=O)c1ccc2nc[nH]c2c1	-2%	5%	0%[11.6 µM]	-3.5	-2%	-14	7%	6%
Cc1cn(CC(=O)NCC(c2ccccc2)c2ccccc2)c(=O)[nH]c1=O	u	-14%	3%	-1.8	x	-23	-6%	16%
CCOC(=O)c1ccccc1NC(=O)C1=COCCO1	-6%	-11%	-8%	-0.6	-1%	4	-8%	-1%
Cc1ccc(CN(C)C(=O)COC(=O)CSc2ccc([N+](=O)[O-])cc2)cc1	13µM*	-5%	-31%	-0.7	0%	-25	11%	0%
CCOC(=O)NC1(NCC(C)C)Oc2ccccc2O1	-5%	-6%	-13%[57.1 µM]	-1.7	-10%	x	0%	1%
COc1cccc(NC(=O)COc2ccc(C)cc2)c1	4%	2%	-12%	0.7	0%	8	10%	-2%
O=C(CSc1nc2ccccc2c(=O)n1Cc1ccc(F)cc1)NCc1cccs1	-12%	-2%	5%	1.2	-23%	-2	8%	2%
O=C(O)/C=C/C(=O)c1ccc(O)cc1	-27%	u	-4%[11.6 µM]	0.2	-1%	-4	0%	1%
